Screening results (PubChem BioAssay)
RmlCD inh 1536 = blocks M. tuberculosis RmlC and RmlD coupled enzymes; P9WH09+P9WH11; RmlC+RmlD coupled enzyme assay, percent inhibition; primary screen in compound mixtures; inhibition, % at 3.6 µM; 160,000 compounds, 0.03% hits; AID 1533; in the data active = inhibition mostly above about 34%, no sharp cut-off; also: some results filed as inactive read as strong as hits
GlmU inhibition = inhibition of mycobacterial GlmU enzyme – biochemical, glucosamine-1-phosphate acetyltransferase (AID 1376); M. tuberculosis GlmU acetyltransferase enzyme assay; higher % means a stronger effect; inhibition, %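 (tested at 30 µM in the primary screen)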, or IC50 in µM where a hit was titrated; 220,000 compounds, 0.25% hits; in the data active = inhibition above about 13%;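 also: 0% = complete reaction with vehicle and 100% = reaction without substrate; strong numbers were not always called active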
Starred values were filed as active, the others as inactive; . = not tested or not shown. Only part of the results is shown; the hit share may differ from the screen's.

SMILES	RmlCD inh 1536	GlmU inhibition
Cc1cc(NC(=O)c2cnn3cccnc23)no1	33	4.0%
O=C(/C=C/c1ccc2c(c1)OCO2)NCCSCc1c(Cl)cccc1Cl	1	-0.6%
COc1cc(C)c(C)cc1S(=O)(=O)N1CCN(Cc2ccc3c(c2)OCO3)CC1	.	-13%
Cc1cc(C)c2sc(N(CCN(C)C)C(=O)c3cc(Cl)sc3Cl)nc2c1	6	-1.2%
CC(C)c1ccc(Nc2nc(NCc3ccco3)nc(N3CCOCC3)n2)cc1	13	0.4%
CCCCNC(=O)c1ccc(NC(C)=O)c(Cl)c1	.	-5.1%
c1ccc(Cn2nnc3c(N4CCCCCC4)ncnc32)cc1	15	-2.2%
CN(CC(=O)O)S(=O)(=O)c1ccc2[nH]c(=O)c(=O)[nH]c2c1	22	4.0%
CCOC(=O)Cn1nnnc1CN1CCN(c2ccc(OC)cc2)CC1	.	2.7%
O=C(NCc1ccccn1)C(=O)Nc1ccccc1	-4	5.3%
CC1(OC(=O)CCc2ccccc2)C(=O)C=C2C=C(C3CC3)OC=C2C1=O (stereo not drawn)	.	5.8%
CCCc1cc(-c2n[nH]c(=S)n2Cc2ccccc2)cs1	-5	0.9%
Cc1nc(SCC(=O)c2cc3ccccc3oc2=O)c(C#N)c(C)c1C(=O)Nc1ccccc1	1	2.8%
CCCC(C(=O)NCc1ccccc1)N(C(=O)Cn1nnc(-c2cccs2)n1)c1ccc2c(c1)OCCO2 (stereo not drawn)	.	2.5%
COc1ccc(C(=O)CSc2ccc3nnc(-c4cccnc4)n3n2)cc1	0	3.5%
C1CCN(Cc2nnnn2CC2CCCO2)CC1 (stereo not drawn)	-4	-0.8%
O=C1CCCc2c1[nH]c1ccc(CN3CCCCC3)cc21	-3	-1.9%

Structures from the list above that contain an aryl methoxy group:
SMILES	RmlCD inh 1536	GlmU inhibition
COc1cc(C)c(C)cc1S(=O)(=O)N1CCN(Cc2ccc3c(c2)OCO3)CC1	.	-13%
CCOC(=O)Cn1nnnc1CN1CCN(c2ccc(OC)cc2)CC1	.	2.7%
COc1ccc(C(=O)CSc2ccc3nnc(-c4cccnc4)n3n2)cc1	0	3.5%

In another format: results already given
Values run as follows: RmlCD inh 1536	GlmU inhibition
- CCCc1cc(-c2n[nH]c(=S)n2Cc2ccccc2)cs1
 : -5	0.9%
- Cc1nc(SCC(=O)c2cc3ccccc3oc2=O)c(C#N)c(C)c1C(=O)Nc1ccccc1
 : 1	2.8%
- CCCC(C(=O)NCc1ccccc1)N(C(=O)Cn1nnc(-c2cccs2)n1)c1ccc2c(c1)OCCO2 (stereo not drawn)
 : .	2.5%
- COc1ccc(C(=O)CSc2ccc3nnc(-c4cccnc4)n3n2)cc1
 : 0	3.5%

In another format: entries from further up.
Cc1cc(NC(=O)c2cnn3cccnc23)no1
  RmlCD inh 1536: 33 | GlmU inhibition: 4.0%
O=C(/C=C/c1ccc2c(c1)OCO2)NCCSCc1c(Cl)cccc1Cl
  RmlCD inh 1536: 1 | GlmU inhibition: -0.6%
